Screening data: PubChem BioAssay, Sanford-Burnham Center for Chemical Genomics
SIAH1 antagonists – blockers of Siah-1 interaction with plectin peptide – biochemical, fluorescence polarization, rhodamine-plectin, uHTS, primary screen (AID 1817); Siah-1 / rhodamine-plectin peptide fluorescence polarization; higher % means a stronger effect; displacement, % at 20 µM; hits with a dose series show IC50 in µM; actives 0.02% (n = 290,000);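 active = displacement of at least 50% at 20 µM, with a fluorescence ratio check between 0.3 and a set limit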;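 note: plate controls were Siah plus tracer with DMSO for no effect and tracer alone without Siah for full effect; strong numbers were not always called active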
GPR55 activation – GPR55 agonists via beta-arrestin recruitment, primary screen, imaging, U2OS cells, beta-arrestin-GFP redistribution (AID 1961); U2OS GPR55 beta-arrestin-GFP redistribution imaging; higher % means a stronger effect; activation, % at 10 µM, or EC50 in µM where a hit was titrated; actives 0.048% (n = 290,000);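 active = activation above 40% with more than 50 cells counted in the well; inconclusive = wells holding fewer than 50 cells, flagged as toxic or sparse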;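 note: U2OS osteosarcoma cells stably expressing GPR55 and beta-arrestin-GFP; plate controls were DMSO negative control for no effect and LPI positive control for full effect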
AID2073 – disruptors of CaV2.2 binding to Mint1 – biochemical, HTRF (AID 2073); HTRF protein-protein interaction, Mint1-CaV2.2; higher % means a stronger effect; one-dose inhibition, % at 20 µM; IC50 in µM for titrated hits; actives 0.19% (n = 290,000); in the data active = inhibition mostly above about 51%, no sharp cut-off; inconclusive = no clear call, values can overlap the other calls; inactive = mostly below about 53%; note: some results filed as inactive read as strong as hits
GPR55 LPI antagonism – GPR55 antagonists blocking LPI-driven arrestin recruitment, primary screen, imaging, U2OS, beta-arrestin-GFP, LPI agonist (AID 2013). actives 0.13% (n = 290,000). one-dose inhibition, % at 10 µM; IC50 in µM for titrated hits. U2OS GPR55 beta-arrestin-GFP translocation imaging, LPI antagonism; higher % means a stronger effect;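 active = spots per cell inhibited over 60%, with over 100 cells counted and total cytoplasm intensity under 500,000; inconclusive = wells with under 100 cells, flagged as likely toxic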;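 note: U2OS cells stably carrying GPR55 and arrestin-GFP stimulated by 5 µM LPI near EC80; imaged beta-arrestin-GFP aggregate spots per cell after agonist stimulation; plate controls were LPI-stimulated DMSO wells for no effect and DMSO wells without LPI for full effect; some results filed as inactive read as strong as hits; confirmed hits need IC50 under 10 µM and bright autofluorescent wells are also inconclusive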
HIV peptide binding – inhibitors of HIV fusion peptide binding, primary screen, biochemical, uHTS, fluorescence dequenching (AID 1986); cell-free peptide binding, fluorescence dequenching, 30 min; higher % means a stronger effect; inhibition, % at 20 µM, or IC50 in µM where a hit was titrated; actives 0.3% (n = 290,000); in the data active = inhibition mostly above about 52%, no sharp cut-off; inactive = mostly below about 76%; note: some results filed as inactive read as strong as hits
KOR beta-arrestin-1 – kappa opioid receptor blockers – cell-based, luminescence, uHTS (AID 1778) | KOR beta-arrestin recruitment, luminescence, antagonist mode; higher % means a stronger effect | inhibition, % at 10 µM; hits with a dose series show IC50 in µM | actives 0.091% (n = 290,000); in the data active = inhibition above about 50%; note: strong numbers were not always called active
NOD1 NF-kB reporter – inhibition of NOD1-driven NF-kB reporter – cell-based, luminescence, uHTS, primary screen (AID 1578); NOD1-driven NF-kB luciferase reporter cells, luminescence; higher % means a stronger effect; inhibition, % at 4 µM; hits with a dose series show EC50 in µM; actives 1% (n = 290,000); in the data active = inhibition mostly above about 36%, no sharp cut-off; inactive = mostly below about 34%;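 note: HEK-293T reporter cells stimulated with the NOD1 agonist gamma-tri-DAP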
KOR beta-arrestin-2 – kappa opioid receptor activators – cell-based, luminescence, uHTS, primary screen (AID 1777); one-dose activation, % at 10 µM; EC50 in µM for titrated hits; actives 0.02% (n = 280,000); KOR beta-arrestin recruitment, luminescence; higher % means a stronger effect; in the data active = activation above about 50%, passing the limit was not always enough; note: a part of the inactive calls stands beside numbers as strong as those of hits
GPR35 arrestin U2OS – GPR35 antagonists blocking zaprinast-driven arrestin recruitment, primary screen, imaging, U2OS, beta-arrestin-GFP, zaprinast agonist (AID 2058). inhibition, % at 10 µM; hits with a dose series show IC50 in µM. actives 0.052% (n = 290,000). U2OS GPR35 beta-arrestin-GFP translocation imaging, zaprinast antagonism; higher % means a stronger effect;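 active = inhibition of at least 50% with at least 30 cells and total cytoplasm GFP at most 10,000,000; inconclusive = under 30 cells or total GFP of 10,000,000 plus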
An asterisk follows results filed as active; ? = inconclusive; . = not tested or not shown; [ ] = dose if it differs, or a comment. The list is partial. The share of hits here may be higher or lower than overall.

SMILES	SIAH1 antagonists	GPR55 activation	AID2073	GPR55 LPI antagonism	HIV peptide binding	KOR beta-arrestin-1	NOD1 NF-kB reporter	KOR beta-arrestin-2	GPR35 arrestin U2OS
CCN1C(=O)CC(n2c(C)nc3ccccc32)C1=O (configuration not stated)	1%	-0.1%	-3%	-4%	-2.2%	.	-7%	.	4%
O=C(NC1CCN(Cc2ccccc2)CC1)c1ccccc1F	-6%	-0.2%	?	0%	0.1%	8%	15%	-2.1%	-14%
CC(=O)Nc1ccc(S(=O)(=O)NCC2CCC(C(=O)NC3CCCCCC3)CC2)cc1 (configuration not stated)	8%	-0.2%	25%	4%	27%	-19%	-27%	2.2%	-4%
COc1cccc(-c2noc(-c3ccc4c(c3)OCO4)n2)c1	-6%	-0.3%	6%	12%	-2.1%	14%	-19%	-4.2%	5%
COC(=O)CCC/C=C1/SCC(NC(=O)c2ccccc2)/C1=N/O (configuration not stated)	-2%	0.3%	9%	18%	-0.2%	2%[20 µM]	-11%	.	6%
O=S(=O)(c1ccc(Cl)cc1)N1CCN(Cc2ccncc2)CC1	-2%	0.3%	8%	3%	2.1%	-2%	-13%	1.4%	3%
COC(=O)c1nc(N)sc1-c1ccccc1	0%	-0.1%	8%	9%	-2.1%	6%	-32%	-4.5%	16%
CCCc1ccc(S(=O)(=O)Nc2ccc(C)c(NS(C)(=O)=O)c2)cc1	-5%	0.2%	4%	1%	-1.7%	30%	1%	5.5%	11%
COc1ccc(CC(=O)NCC(=O)Nc2ccccc2Br)cc1	5%	-0.2%	4%	-10%	-0.7%	-20%	-34%	-2.9%	-3%
C/C(Cn1cnc([N+](=O)[O-])n1)=N\NC(=O)c1ccc(F)cc1	16%	0.0%	-1%	11%	-1.8%	43%	-26%	-5.6%	6%
CCOC(=O)c1ccc(NC(=S)NCc2ccc(S(N)(=O)=O)cc2)cc1	10%	-0.1%	0%	10%	2.4%	10%	0%	0.5%	-13%
O=C(/C=C/c1ccccc1[N+](=O)[O-])N1CCc2ccccc2C1	0%	0.3%	33%	-15%	-0.8%	15%[20 µM]	-28%	-1.4%	5%
CCN(CC)S(=O)(=O)c1cccc(NC(=O)CNC2CCCCCC2)c1	18%	0.1%	-14%	11%	0.2%	8%	-5%	6.2%	5%
COc1ccccc1NC(=O)NNC(=O)c1ccc(-c2ccccc2)cc1	7%	-0.1%	0%	13%	0.3%	-26%	-12%	1.8%	-8%
CCC(=O)N(C)/C=C1\Sc2ccccc2C1=O	-3%	-0.1%	-31%	7%	1.2%	10%	16%	-1.2%	4%
CCOC(=O)N1CCN(C(=O)CSc2ccc(-c3ccc(OC)c(OC)c3)nn2)CC1	-1%	0.5%	13%	5%	0.0%	-16%	-34%	0.7%	3%
CC1Cc2ccccc2N1C(=O)COC(=O)c1c2c(nc3ccccc13)CCCCC2 (configuration not stated)	2%	-0.2%	-13%	10%	2.2%	-31%	47%	1.6%	-6%
O=C(NNC1=Nc2ccccc2SC1)c1ccc(Cl)cc1	15%	-0.1%	6%	15%	-1.5%	10µM*	78%*	-4.9%	10%
Cc1ccc(-c2nnn3c2nc(NC(C)C)c2ccccc23)cc1	1%	-0.1%	34%	-11%	0.8%	-21%	2%	-3.5%	2%
CCN(CC)S(=O)(=O)c1ccc2nnn(O)c2c1	-1%	-0.6%	-2%	-3%	2.2%	-18%	-34%	10%	11%
CCn1cc(/C=C2\SC(=O)N(CC(=O)Nc3ccc4c(c3)OCO4)C2=O)c2ccccc21	4%	0.3%	14%	28%	-1.8%	6%	-11%	-1.0%	-5%
O=C(CCn1c(=O)oc2ccccc21)Nc1ccc2c(c1)OCCO2	-4%	0.2%	3%	1%	-1.2%	3%	-10%	-2.2%	5%
CC1CN(C2=CC(=O)CCC2)CC(C)O1 (configuration not stated)	-3%	-0.2%	18%	8%	-0.8%	14%	-19%	-1.8%	12%
CC(C)NC(=O)NC(=O)CSc1nnc(C(F)(F)F)n1C	2%	0.1%	42%	6%	0.5%	-1%	-33%	-0.7%	6%
COc1cccc(NC(=O)CSc2nc3ccsc3c(=O)n2-c2ccc(C(=O)O)cc2)c1	22%	0.3%	-7%	2%	6.8%	8%	-16%	-4.3%	-8%
COc1cccc(NC(=O)C2CCN(c3cnccn3)CC2)c1	0%	-0.2%	13%	2%	-0.6%	-33%	-7%	4.5%	3%
O=C(CCN1C(=O)/C(=C/C=C/c2ccccc2)SC1=S)Nc1ccccn1	5%	0.0%	60%	2%	17%	-76%	8%	12%	-16%
COC(=O)CSc1nnc(-c2ccc(NS(=O)(=O)c3ccccc3)cc2)o1	2%	-0.1%	-2%	18%	4.4%	4%	5%	-2.5%	-3%
CN(C)S(=O)(=O)c1cccc(NC(=O)c2c[nH]c3ccccc23)c1	3%	0.0%	10%	3%	0.5%	-1%	1%	4.8%	-13%
COc1cccc(/C=N/NC(=O)c2cc(C34CC5CC(CC(C5)C3)C4)[nH]n2)c1	-1%	0.0%	-2%	15%	2.8%	3%	-39%	-1.9%	-2%
Cc1cc(=O)oc2ccc(OCC(=O)N(Cc3ccc(F)cc3)Cc3ccco3)cc12	0%	0.3%	0%	-11%	1.7%	-5%	4%	-4.7%	7%
COc1cccc(/C=N/NC(=O)c2ccc(OCc3cccc(Br)c3)cc2)c1	-1%	-0.1%	-8%	7%	-0.6%	11%	30%	-2.3%	-9%
CCCN(CCC)C(=O)c1ccc2nc(-c3ccc(OC)c(OC)c3)c(-c3ccc(OC)c(OC)c3)nc2c1	12%	0.9%	24%	7%	1.0%	-9%	-6%	1.7%	12%
COc1cc(NC(=O)c2sc3nc(C)nc(N4CCOCC4)c3c2C)cc(OC)c1OC	2%	0.2%	2%	4%	1.0%	-27%	-34%	2.5%	-6%
COC(=O)c1ccc(C(=O)NN)cc1	6%	0.0%	6%	11%	-1.4%	26%	-1%	1.7%	8%
O=C(CCc1ccc(S(=O)(=O)NC2CCCCC2)cc1)N(Cc1ccccc1)Cc1ccccc1	-2%	-0.1%	-6%	18%	-0.8%	10%	17%	0.0%	15%
Cc1cc(OCC(=O)N2CCOCC2)ccc1NC(=O)c1ccccc1C	-6%	-0.1%	3%	17%	-2.1%	32%	7%	-10%	14%
COc1ccc(S(=O)(=O)N2CCC[C@H]2C(=O)NCc2ccc(Cl)cc2)cc1	-5%	0.5%	-9%	-4%	-0.7%	7%	-7%	3.6%	10%
CCS(=O)(=O)N1CCN(c2c(Cl)cccc2[N+](=O)[O-])CC1	8%	-0.1%	-3%	19%	-2.1%	31%	3%	0.6%	2%
COC(=O)CN1C(=S)N(c2ccc(OC)cc2)C(=O)/C1=C/c1ccc(OC)cc1	-3%	0.2%	-7%	-10%	-1.4%	-36%[20 µM]	49%	.	4%
O=C(COc1ccc(Nc2ccccc2)cc1)OCC(=O)N1CCCCC1	-3%	-0.2%	-28%	-6%	-2.4%	-51%	-14%	1.1%	-17%
CNc1nc(NC)nc(-n2c(C(F)(F)F)nc3ccccc32)n1	4%	-0.2%	-2%	-14%	0.2%	41%	-7%	0.4%	-24%
Cc1ccc(OCC(=O)NC(C)c2ccccc2)cc1 (configuration not stated)	3%	0.2%	12%	-10%	-1.1%	-3%[20 µM]	-14%	0.1%	-8%
COc1cc(NC(=O)COC(=O)/C=C/c2ccc(Cl)cc2Cl)cc(OC)c1	1%	0.2%	-8%	-7%	-0.1%	-28%	-3%	4.8%	5%
COC(=O)CNC(=O)C1CCN(C(=O)OCc2ccccc2)CC1	-2%	-0.3%	-2%	0%	1.9%	-38%	-29%	1.3%	11%
CCOc1ccccc1CNC(=O)CCNS(=O)(=O)c1ccc2[nH]c(=O)oc2c1	-2%	-0.1%	7%	8%	0.0%	-31%	-15%	0.3%	12%
O=C(NCC1(N2CCOCC2)CCCCC1)c1ccc(S(=O)(=O)Nc2ccccc2F)cc1	0%	-0.1%	3%	11%	-0.7%	9%	0%	-0.3%	6%
COCCCNC(=S)NNC(=O)c1csc2ccccc12	5%	-0.1%	-20%	4%	0.8%	13%	-10%	-2.1%	14%
O=C(O)CCNS(=O)(=O)c1ccc(Oc2ccccc2)cc1	-3%	0.2%	-1%	3%	2.3%	24%	-19%	-4.4%	4%
CCCCCn1c(Sc2ccccc2)nc2c1c(=O)[nH]c(=O)n2C	-1%	-0.3%	4%	6%	0.4%	-27%	3%	-2.8%	-1%
O=C1NC(c2ccccc2)=C(c2ccccc2)C1=O	-4%	0.3%	3%	5%	3.8%	-13%	-11%	2.0%	3%
Cc1cccc2nc(CNc3ccc(F)cc3)cn12	-3%	-0.1%	-8%	-3%	11%	5%	.	-0.8%	1%
O=C(Nc1cccc(Cl)c1)c1ccc2c(c1)SC1=NS(=O)(=O)CCN12	2%	-0.1%	13%	5%	11%	14%[20 µM]	6%	-5.2%	0%
Cc1ccc(C(=O)NCCNC(=O)Cc2ccccc2)cn1	-2%	-0.1%	1%	2%	1.7%	-12%	-5%	-3.4%	2%
Cc1sc2nc(COC(=O)c3ccc(N4CCCC4)c([N+](=O)[O-])c3)[nH]c(=O)c2c1C	8%	-0.2%	11%	-16%	17%	25%	-2%	-5.6%	-2%
NC(=O)c1ccccc1NC(=O)c1ccc2c(c1)OCO2	-1%	-0.1%	12%	4%	-0.6%	-29%[20 µM]	-47%	10%	-6%
COc1ccc(NC(=O)c2cccc(NC(=O)C(C)C)c2)c([N+](=O)[O-])c1	0%	0.1%	-2%	-7%	-1.5%	18%	-14%	-2.5%	6%
CCOCCc1c(O)nc(SCC(=O)NCc2ccco2)[nH]c1=O	0%	0.7%	6%	10%	-0.7%	-9%	10%	2.0%	9%
FC(F)(F)c1cccc(N/N=C/c2ccccc2)c1	10%	0.9%	-9%	6%	-0.2%	16%	-35%	5.8%	0%
Cn1c(-c2sc3cc(C(F)(F)F)cnc3c2-c2ccccn2)n[nH]c1=S	4%	-0.1%	-12%	4%	-0.1%	-7%	-23%	-1.8%	9%
S=c1[nH]c2ccccc2n1Cc1ccccc1	2%	-0.1%	-2%	-8%	-0.4%	-6%	-6%	-3.8%	0%
N#CCCNS(=O)(=O)c1ccc(C(=O)OCCCOC(=O)c2ccc(S(=O)(=O)NCCC#N)cc2)cc1	4%	0.3%	4%	5%	2.6%	6%	-25%	0.2%	-2%
